Rv3671c inh: inhibits the M. tuberculosis serine protease Rv3671c. P9WHR9. inhibition, % at 5.96 µM. 320,000 tested, 0.048% active; in the data active = inhibition above about 38%;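 note: extracellular domain of Rv3671c used as enzyme; 0% = enzyme with DMSO and 100% = no enzyme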
VHR inh abs: inhibitors of human VHR1 phosphatase (DUSP3); P51452; recombinant VHR phosphatase, pNPP absorbance; inhibition, % at 13.3 µM; 290,000 tested, 0.52% active; in the data active = inhibition above about 50%; note: some compounds called inactive have numbers as strong as hits
CCHF vOTU inh: blocks the CCHF virus ovarian tumor domain protease; inhibition, % at 11.5 µM; CCHFV vOTU protease, Pep-AMC fluorescence; 370,000 tested, 0.55% active; AID 651958; in the data active = inhibition above about 30%; note: 0% = vehicle wells with enzyme and 100% = no enzyme wells
MazEF act: activators of E. coli MazEF toxin-antitoxin RNase; activation, % at 20 µM; P0AE70; FAM/BHQ RNA-DNA oligo cleavage fluorescence, 5 h; 350,000 tested, 0.32% active; in the data active = activation above about 50%
PrPC TRFRET: reduces human prion protein on the cell surface; P04156; cell surface PrPC, TR-FRET read-out; inhibition, % at 13.8 µM; 370,000 tested, 0.43% active; AID 720596; in the data active = inhibition above about 24%; note: 0% = median of the test wells and 100% = reference compound wells
3CLpro inhibitor: SARS-CoV 3CLpro protease inhibition. 290,000 tested, 0.14% active. P0C6X7. inhibition, % at 6 µM. recombinant SARS-CoV 3CLpro, quenched FRET peptide cleavage; in the data active = inhibition above about 12%
SSB-PriA inh: blocks PriA binding to SSB C-terminal tail; AlphaScreen SSBct-PriA binding, biotinylated peptide; inhibition, % at 33 µM; 430,000 tested, 0.6% active; AID 1272365; in the data active = inhibition mostly above about 37%, no sharp cut-off; inactive = mostly below about 20%;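 note: plate controls were negative control peptide for no effect and reference peptide for full effect; strong numbers were not always called active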
TcdB GH inh: inhibitors of Clostridioides difficile toxin B glycohydrolase; P18177; TcdB glycohydrolase enzymatic assay, plate reader; inhibition, % at 9.99 µM; 350,000 tested, 0.24% active; AID 652162; in the data active = inhibition above about 10%
Target sequence (P18177 whole entry, looked up): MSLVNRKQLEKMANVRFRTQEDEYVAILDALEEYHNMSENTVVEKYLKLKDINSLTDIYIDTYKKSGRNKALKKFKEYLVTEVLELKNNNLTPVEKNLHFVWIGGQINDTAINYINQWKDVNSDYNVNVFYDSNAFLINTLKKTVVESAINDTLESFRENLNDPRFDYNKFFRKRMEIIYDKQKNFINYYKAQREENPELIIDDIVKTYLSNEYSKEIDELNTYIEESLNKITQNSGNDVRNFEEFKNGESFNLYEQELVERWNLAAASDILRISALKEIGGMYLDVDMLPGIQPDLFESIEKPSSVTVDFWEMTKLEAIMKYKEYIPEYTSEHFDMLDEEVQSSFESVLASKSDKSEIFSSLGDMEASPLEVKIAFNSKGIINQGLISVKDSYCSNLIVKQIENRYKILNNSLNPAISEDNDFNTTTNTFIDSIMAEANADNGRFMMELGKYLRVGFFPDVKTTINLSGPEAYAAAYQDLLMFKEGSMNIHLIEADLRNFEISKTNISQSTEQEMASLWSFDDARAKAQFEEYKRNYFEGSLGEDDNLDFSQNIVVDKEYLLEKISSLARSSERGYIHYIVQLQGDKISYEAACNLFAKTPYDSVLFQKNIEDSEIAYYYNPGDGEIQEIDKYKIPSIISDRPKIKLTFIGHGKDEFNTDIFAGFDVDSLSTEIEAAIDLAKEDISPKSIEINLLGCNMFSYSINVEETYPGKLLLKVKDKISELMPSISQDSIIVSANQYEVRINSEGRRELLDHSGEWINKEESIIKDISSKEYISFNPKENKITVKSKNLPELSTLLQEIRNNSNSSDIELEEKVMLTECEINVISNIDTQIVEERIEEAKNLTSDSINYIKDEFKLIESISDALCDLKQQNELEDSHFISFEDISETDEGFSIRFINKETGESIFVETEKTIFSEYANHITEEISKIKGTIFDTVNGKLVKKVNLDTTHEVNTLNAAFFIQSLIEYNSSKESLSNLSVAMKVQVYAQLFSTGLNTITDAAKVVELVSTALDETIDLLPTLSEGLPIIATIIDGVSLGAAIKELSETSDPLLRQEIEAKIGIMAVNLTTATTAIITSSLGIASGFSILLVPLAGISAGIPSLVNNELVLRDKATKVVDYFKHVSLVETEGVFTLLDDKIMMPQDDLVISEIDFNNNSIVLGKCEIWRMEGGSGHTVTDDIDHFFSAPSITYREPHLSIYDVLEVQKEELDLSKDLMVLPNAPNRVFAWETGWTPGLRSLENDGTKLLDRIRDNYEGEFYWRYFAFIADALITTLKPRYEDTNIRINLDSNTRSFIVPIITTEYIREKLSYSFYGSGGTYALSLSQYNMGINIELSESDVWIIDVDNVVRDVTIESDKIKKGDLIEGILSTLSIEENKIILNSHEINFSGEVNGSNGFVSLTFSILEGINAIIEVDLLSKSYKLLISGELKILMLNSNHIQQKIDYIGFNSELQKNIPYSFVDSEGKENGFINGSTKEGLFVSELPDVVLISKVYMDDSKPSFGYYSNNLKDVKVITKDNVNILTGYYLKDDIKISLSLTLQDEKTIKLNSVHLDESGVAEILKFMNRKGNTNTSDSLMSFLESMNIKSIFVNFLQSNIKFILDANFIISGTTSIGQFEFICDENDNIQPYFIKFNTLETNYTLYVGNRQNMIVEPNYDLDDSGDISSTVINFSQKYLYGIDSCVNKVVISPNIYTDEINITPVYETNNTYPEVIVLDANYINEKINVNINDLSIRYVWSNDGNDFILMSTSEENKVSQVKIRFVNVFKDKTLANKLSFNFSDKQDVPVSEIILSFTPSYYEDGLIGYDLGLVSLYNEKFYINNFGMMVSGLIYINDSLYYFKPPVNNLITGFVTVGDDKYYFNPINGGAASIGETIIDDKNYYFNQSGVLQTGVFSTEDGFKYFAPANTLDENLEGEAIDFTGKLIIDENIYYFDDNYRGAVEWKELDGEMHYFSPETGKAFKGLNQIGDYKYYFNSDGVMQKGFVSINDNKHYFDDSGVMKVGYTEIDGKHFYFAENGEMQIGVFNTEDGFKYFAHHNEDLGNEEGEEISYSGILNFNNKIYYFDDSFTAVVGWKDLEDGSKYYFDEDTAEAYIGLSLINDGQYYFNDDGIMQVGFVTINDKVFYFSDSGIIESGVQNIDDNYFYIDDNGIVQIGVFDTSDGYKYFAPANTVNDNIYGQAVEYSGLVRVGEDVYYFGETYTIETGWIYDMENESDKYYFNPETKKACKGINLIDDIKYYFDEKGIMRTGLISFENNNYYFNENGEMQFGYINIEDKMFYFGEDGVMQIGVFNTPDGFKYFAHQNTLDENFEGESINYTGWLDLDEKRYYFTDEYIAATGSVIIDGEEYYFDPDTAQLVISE
Vc quorum ag: induces V. cholerae light production without autoinducers; V. cholerae BH1578 lux reporter, luminescence, 6 h; activation, % at 18.7 µM; 350,000 tested, 0.16% active; AID 588436; in the data active = activation mostly above about 9.7%, no sharp cut-off; note: not every result past the cut was called active; inactives centre near 0; reference of the scale not given here
Yp Topo-I inh: blocks Yersinia pestis topoisomerase I activity; Y. pestis Topo-I cleavage product accumulation, plate reader; activity, % at 10 µM; 360,000 tested, 0.064% active; AID 504884; in the data active = activity above about 50%, passing the limit was not always enough; note: inactives centre near 2
* hit, by the source's call; i = inactive; x = not tested or not shown; & = joins results of further samples. This is a subset (hit frequency here may not be typical).

A first look (6 entries):
SMILES	Rv3671c inh	VHR inh abs	CCHF vOTU inh	MazEF act	PrPC TRFRET	3CLpro inhibitor	SSB-PriA inh	TcdB GH inh	Vc quorum ag	Yp Topo-I inh
CC(=O)c1sc(N/N=C\c2cccc(Br)c2)nc1C	3	0	8	-6	-6	-2	x	0.1	-0.7	7
CCc1nc2ccc(C(=O)NCCCN3CCCC3=O)cn2c1N(C=O)CC	x	x	-2	x	5	x	x	0.3	3.0	0
O=C(CCn1c(=O)oc2ccccc21)N1CCOCC1	2	14	-18	5	-4	-2	4	x	0.3	8
CCCC(C)NC(=O)COC(=O)c1cc(Br)c(Br)s1 (configuration not stated)	-6	18	4	0	0	4	-7	0.7	-0.1	-1
O=C(COc1ncnc2ccccc12)N1CCN(S(=O)(=O)c2ccc(Cl)cc2)CC1	4	4	-5	2	0	1	7	x	x	7
CC(=O)N1c2ccc(S(=O)(=O)N3CCC(C(=O)Nc4cccc(C)c4C)CC3)cc2CC1C (configuration not stated)	0	10	16	16	-3	1	-5	0.6	-0.1	14

Results (from the top)
SMILES	Rv3671c inh	VHR inh abs	CCHF vOTU inh	MazEF act	PrPC TRFRET	3CLpro inhibitor	SSB-PriA inh	TcdB GH inh	Vc quorum ag	Yp Topo-I inh
CC(=O)c1sc(N/N=C\c2cccc(Br)c2)nc1C	3	0	8	-6	-6	-2	x	0.1	-0.7	7
CCc1nc2ccc(C(=O)NCCCN3CCCC3=O)cn2c1N(C=O)CC	x	x	-2	x	5	x	x	0.3	3.0	0
O=C(CCn1c(=O)oc2ccccc21)N1CCOCC1	2	14	-18	5	-4	-2	4	x	0.3	8
CCCC(C)NC(=O)COC(=O)c1cc(Br)c(Br)s1 (configuration not stated)	-6	18	4	0	0	4	-7	0.7	-0.1	-1
O=C(COc1ncnc2ccccc12)N1CCN(S(=O)(=O)c2ccc(Cl)cc2)CC1	4	4	-5	2	0	1	7	x	x	7
CC(=O)N1c2ccc(S(=O)(=O)N3CCC(C(=O)Nc4cccc(C)c4C)CC3)cc2CC1C (configuration not stated)	0	10	16	16	-3	1	-5	0.6	-0.1	14
CC(C)(C)c1cc(Cl)ccc1OCCn1ccnc1	9	18	-2	1	-1	4	13	5.9	i	13
Cc1nc2ncccn2c1-c1csc(Nc2ccc(N(C)C)cc2)n1	x	30	-8	3	5	1	24	-7.5	-0.5	-5
CCc1cc2cc(C)cc(C)c2nc1SCC(=O)NNC(=O)c1ccco1	-10	5	7	2	8	1	-7	0.8	x	44
Cc1cc(C)cc(OCC(=O)NCCc2nc3ccccc3[nH]2)c1	-14	6	2	6	10	2	-6	1.1	-0.3	3
CC(C)C(NC(=O)C(Cc1ccccc1)NC(=O)OCc1ccccc1)C(=O)O (configuration not stated)	2	11	-11	-14	9	-3	-5	0.5	-0.8	-3
CS(=O)(=O)Nc1ccc(Cc2ccc(NS(C)(=O)=O)cc2)cc1	-7	-1	4	6	-4	0	-18	x	i	2
Cc1ccccc1NC(=S)N/N=C/C(C)c1ccccc1 (configuration not stated)	2	5	-9	-1	-3	-4	x	3.3	-0.3	6
Cn1c(CNC(=O)c2ccccc2F)nnc1SCc1ccc(F)cc1	-9	3	13	3	-4	-5	-3	-0.7	-0.2	6
CCCN(CCC)CCCn1c(=O)[nH]c2ccccc21	1	18	3	-3	3	3	-15	-1.2	i	1
COCCn1c(SCCCC(=O)c2ccc(Br)cc2)nnc1-c1ccncc1	-11	8	4	6	12	-2	-2	x	-0.6	24
O=C(O)/C(=C\c1cccc(F)c1)c1ccc(S(=O)(=O)N2CCCCC2)s1	-3	-6	0	2	-5	3	-2	-1.0	-0.8	1
Cc1c(C(=O)N2CCCCCC2(C)C(=O)NCC(C)C)oc2ccccc12 (configuration not stated)	x	x	2	x	4	x	x	0.9	-0.3	15
O=C(CCSc1nnc(-c2ccco2)o1)Nc1ccc(Cl)cc1	1	-8	-6	2	13	-4	-18	x	i	-2
CCO[C@H]1OC(C(=O)NCc2nc3ccccc3[nH]2)=C[C@@H](C)[C@@H]1CCCO	1	0	2	6	-4	4	-13	-1.0	-0.6	2
Cc1ccc(CN2CC(C(=O)NC3CCCC(C)C3C)CC2=O)cc1 (configuration not stated)	4	x	6	-3	-3	x	-4	0.2	i	-2
CCCCCCC1(C)NC(=S)N(c2ccccc2)N1 (configuration not stated)	-3	6	-5	-5	0	-2	-3	1.5	0.4	0
O=C(CSc1ccc(-c2ccco2)nn1)NCCc1ccccc1	3	-8	-2	10	6	-1	0	-0.5	-3.1	3
COc1cccc(C(=O)Oc2cc3c4c(c2)C(C)=CC(C)(C)N4C(=O)C3=O)c1	-4	29	17	-2	-25	1	-6	-0.1	-0.4	12
CCOc1ccc2nc(NC(=O)COc3ccc(N(C)S(=O)(=O)c4ccc(C)cc4)cc3)sc2c1	-7	15	4	-11	11	4	-5	-0.4	i	1
COc1cc(OC)c(-c2nn3c(C4CCCCC4)nnc3s2)cc1OC	-8	-2	-27	-9	11	-2	1	0.1	-0.2	0
O=C(NCCc1cccc(C(F)(F)F)c1)C1CCC(=O)N(C2CC2)C1 (configuration not stated)	-7	14	-2	-2	-4	1	-18	1.3	1.2	3
Cc1noc(C)c1S(=O)(=O)N(C)C[C@H]1Oc2ccc(NC(=O)C3CCCCC3)cc2C(=O)N([C@H](C)CO)C[C@@H]1C	5	x	6	1	-8	x	-6	1.5	-0.4	7
CC=CCn1c(SCCCc2ccccc2)nc2c1c(=O)[nH]c(=O)n2C	x	x	8	x	14	x	x	0.5	-0.7	15
O=C(CCC1CCCCC1)NCc1ccc(F)cc1	-18	4	-20	2	-2	1	-9	1.0	-0.2	1
Cc1ccc2nc(NC(=S)NC(=O)c3ccco3)sc2c1	-12	-6	5	-5	9	-4	-9	0.6	i	-5
CCOC(=O)CN1C(=O)C(C)(C)Oc2ccc(C(=O)Nc3ccccc3)cc21	-2	-8	0	-7	7	-3	-11	x	-0.3	7
C=C[C@@H]1C2=CCOC(=O)C2=CO[C@H]1O[C@@H]1O[C@H](CO)[C@@H](O)[C@H](O)[C@H]1O	0	x	1	0	4	x	-22	-1.7	i	7
Cc1ccc(C)c(S(=O)(=O)N2CCN(C(=O)c3cnccn3)CC2)c1	-3	12	-11	10	7	0	-18	x	-1.0	3
CC(Oc1ccc2ccc(=O)oc2c1)C(=O)NC1CC(C)(C)NC(C)(C)C1 (configuration not stated)	1	63	4	11	-6	2	-9	-0.1	-1.0	1
CCCc1nc2c(s1)CCc1onc(-c3ccc(OC)cc3)c1-2	-6	x	-1	-1	-5	x	-10	x	i	26
CC(C)=N/N=c1\scc(C)n1Cc1ccco1	10	17	-9	-10	-2	0	x	0.1	1.4	5
CC1=CCC2C(=O)N(c3ccc(Br)cc3C)C(=O)C2C1 (configuration not stated)	6	14	-9	1	-2	-6	-5	x	-0.6	0
Cc1ccc(S(=O)(=O)N2CCCCC2)cc1NC(=O)c1ccc(Br)o1	0	x	6	1	9	x	3	0.5	i	18
c1ccc(Nc2nc(NCC3CCCO3)c3ccccc3n2)cc1 (configuration not stated)	-17	-3	23	26	20	6	11	1.1	-0.8	6
Cc1cccc(CN(CC(=O)N/N=C/c2cccs2)S(=O)(=O)c2ccc(Cl)cc2)c1	-41	13	14	-1	5	7	x	x	-0.5	33
CC1CCC2(CC1)NC(=O)N(CC(=O)Nc1ccc3c(c1)OCCCO3)C2=O (configuration not stated)	6	x	-1	3	11	x	-14	0.7	-4.0	2
Cc1c(OCC(=O)NCc2ccccn2)ccc2c3c(c(=O)oc12)CCCC3	8	6	7	5	-7	2	6	1.0	0.2	5
CCN1C=C(Cc2ccccc2C)C2=C(C1)C(c1ccccc1C)C(C#N)=C(N)O2 (configuration not stated)	-3	19	11	-4	-4	-3	14	x	-5.6	24
Cc1cccc(C2=NNC(=O)C(c3ccc(Cl)cc3)C2)c1 (configuration not stated)	4	-2	3	3	-4	5	-3	1.0	i	41
O=C(Nc1cc(=O)[nH]c(=O)[nH]1)c1cccc(Br)c1	-1	22	-1	1	10	1	-3&-3	x	-0.3	2
O=C(NCCCn1ccnc1)c1ccc(Cl)cc1[N+](=O)[O-]	-3	-20	-8	7	-24	-5	-5	1.2	0.1	-2
COc1ccc(CC(=O)Nc2nnc(-c3cccc([N+](=O)[O-])c3)s2)cc1	1	-11	-1	-25	-6	-4	-14	1.6	i	7
COCCN(C(=O)COC(=O)CSc1ccc(Cl)cc1)c1c(N)n(Cc2ccccc2)c(=O)[nH]c1=O	3	x	-8	0	4	x	-3	1.4	-0.3	24
O=C(COC(=O)c1ccc(O)cc1O)NC1CCS(=O)(=O)C1 (configuration not stated)	10	0	1	7	-6	0	-4	1.3	i	8
Carrying on.
SMILES	Rv3671c inh	VHR inh abs	CCHF vOTU inh	MazEF act	PrPC TRFRET	3CLpro inhibitor	SSB-PriA inh	TcdB GH inh	Vc quorum ag	Yp Topo-I inh
O=C(NCc1n[nH]c(=O)c2ccccc12)C1CC(=O)N(c2ccccc2)C1 (configuration not stated)	-1	x	0	0	0	x	-2	0.6	-1.4	5
CCOC(=O)c1c(C)[nH]c(C)c1S(=O)(=O)N(C)CC(=O)N1CCN(c2ccc(OC)cc2)CC1	0	-1	-5	2	6	7	-1	2.2	-0.9	10
O=C(Cc1c[nH]c2ccccc12)N1CCN(S(=O)(=O)c2ccc(Cl)cc2)CC1	x	x	8	9	-1	x	3	-1.1	i	-3
CC(=O)c1ccc(N2CCN(C(=O)C3CCN(S(=O)(=O)c4cccs4)CC3)CC2)cc1	6	11	22	7	-12	2	-9	1.0	1.2	13
CCc1cccc(C)c1NC(=S)NCC(c1cccnc1)N(C)C (configuration not stated)	-7	-9	4	2	-5	-1	-6	1.3	-0.2	3
CSc1ccc(S(=O)(=O)NCc2ccc(Cl)cc2Cl)cc1	-13	29	-3	-1	6	7	-47	x	i	-7
C/C(=N\NC(=O)c1nnn(-c2nonc2N)c1CSc1ccccc1)c1cccnc1	-5	6	19	2	1	5	x	-1.6	-0.3	6
Nc1nc(SCC(=O)Nc2ccc(S(N)(=O)=O)cc2)n[nH]1	1	27	-4	6	1	4	3&0	2.3	-0.6	-4
Cc1ccc(/C=C/C(=O)NCc2ccncc2)cc1	0	40	-7	2	1	1	-5	x	-0.6	0
CCc1nnc(SCC(=O)Nc2ccccc2)n1CC1CCCO1 (configuration not stated)	x	-9	22	-3	-2	-6	-10	1.2	0.7	-5
CCCn1cnc2scc(-c3ccc(C)c(C)c3)c2c1=O	2	12	1	-1	-6	2	1	0.8	-0.3	16
Cc1ccc(-c2cnc3cccnn23)cc1F	x	x	-71	x	-2	x	x	-0.1	0.3	3
O=C(CSc1nc2cccnc2n1Cc1ccccc1)NCc1ccco1	-7	-29	2	3	9	-3	-14	x	x	10
O=C(NC1CCCc2ccccc21)c1cc(S(=O)(=O)N2CCOCC2)ccc1F (configuration not stated)	-1	17	-9	-9	5	3	-7	0.4	i	-13
CCCN(CC(=O)Nc1cc(Cl)ccc1Cl)C(=O)c1ccccc1SCC(=O)N1CCCC1	-6	x	-4	8	0	x	-13	1.2	-0.7	-4
Cc1ccc(N(C=NC#N)CC(=O)N2CCN(c3ccccc3)CC2)cc1	0	36	-7	-1	-4	2	2	x	x	-2
O=C(/C=C/c1ccccc1[N+](=O)[O-])NC1CCCC1	-6	23	2	-5	-10	-1	-6	x	i	0
CC(C)(C#CC(O)(c1ccccc1)c1ccccc1)N1CCCCC1	1	-1	-16	9	1	-5	-10	-1.8	-0.2	-4
Cc1ccc(C(=O)C(OC(=O)CN2C(=O)c3ccccc3C2=O)c2ccccc2)cc1C (configuration not stated)	4	14	-20	-6	6	-4	3	-0.2	i	28
O=C(Nc1nc2ccccc2[nH]1)c1cccs1	7	-1	-5	-12	3	4	2	-0.4	-0.3	2
CCN1CCN(C(=O)CN(c2ccccc2C)S(C)(=O)=O)CC1	5	4	-1	3	-2	-1	3	x	-2.9	-9
CCN(Cc1ccccc1)C(=O)CSc1nc(C)cc(=O)[nH]1	3	2	8	3	3	0	-8	-1.8	4.2	15
